M. tuberculosis HTS = M. tuberculosis growth inhibition, HTS (AID 449762); M. tuberculosis H37Rv growth inhibition, 7H9 media; higher % means a stronger effect; inhibition, % at 25 µM, or IC50 in µM where a hit was titrated; 330,000 compounds, 0.59% hits; in the data active means a potency from the dose series; inconclusive means inhibition above about 70% without an active follow-up result;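 further: bacterial growth assessed after seven days of incubation; strong numbers were not always called active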
influenza NS1A = H1N1 influenza NS1A inhibitors, functional cell based assay (AID 504329) | NS1A functional cell-based assay, percent inhibition; higher % means a stronger effect | one-dose inhibition, % at 12.5 µM; IC50 in µM for titrated hits | 340,000 compounds, 0.3% hits; in the data active means a potency from the dose series; inconclusive means inhibition above about 27% without an active follow-up result; further: strong numbers were not always called active
tuberculosis growth = growth inhibition of non-replicating M. tuberculosis (AID 488890); Mycobacterium tuberculosis non-replicating, growth inhibition; higher % means a stronger effect; inhibition, % at 25 µM, or IC50 in µM where a hit was titrated; 320,000 compounds, 0.39% hits; in the data active means a potency from the dose series; inconclusive means inhibition mostly from about 82% at the one dose, without a potency; inactive means the rest, 99 in 100 with inhibition below about 76%;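 further: plate controls were DMSO cells for no effect and high antibiotic wells for full effect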
PhoP GFP inhibition = Inhibition of PhoP regulon, Salmonella typhi GFP reporter cells, confirmation, 4 h (AID 1850). 310,000 compounds, 0.33% hits. inhibition, % at 50 µM, or IC50 in µM where a hit was titrated. Salmonella Typhi PhoP-promoter GFP reporter, fluorescence, 4 h; higher % means a stronger effect; in the data active means a potency from the dose series; inconclusive means inhibition mostly from about 25% at the one dose, without a potency; inactive means the rest, 99 in 100 with inhibition below about 19%;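 further: 0% = induced wells with vehicle and 100% = uninduced wells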
VEEV TC-83 Vero = inhibitors of VEEV TC-83 cytopathic effect, confirmation, Vero cells (AID 588727); Vero cells, VEEV TC-83 cytopathic effect inhibition; higher % means a stronger effect; one-dose inhibition, % at 20 µM; IC50 in µM for titrated hits; 350,000 compounds, 0.13% hits; in the data active means a potency from the dose series; inconclusive means inhibition mostly from about 14% at the one dose, without a potency; inactive means the rest, 99 in 100 with inhibition below about 12%; further: strong numbers were not always called active
VEEV TC-83 Vero 10K pilot screen = second read-out of VEEV TC-83 Vero, no call of its own (marks repeat the call); inhibition, %; measured here: 10K pilot screen inhibition
* = called active by the depositor; i = inactive; ? = inconclusive; · = no result given.

SMILES	M. tuberculosis HTS	influenza NS1A	tuberculosis growth	PhoP GFP inhibition	VEEV TC-83 Vero	others
O=C(Cc1cccs1)Nc1ccccn1	-7%	1%	-3%	4%	3.0%
CC1(C)Cc2c(c(N3CCOCC3)nc3snc(Br)c23)CO1	-1%	4%	8%	-4%	7.5%
O=C(CCS(=O)(=O)c1ccccc1)NC12CC3CC(CC(C3)C1)C2	-14%	3%	-5%	2%	i
CC(=O)Nc1ccc(SC[C@H](Cc2ccccc2)N2CC[C@@H](O)CCC2=O)cc1	-7%	-1%	-2%	·	1.8%
Cc1ccc(S(=O)(=O)N2CCN(CCNC(=O)C(=O)NCc3ccccc3)CC2)cc1	2%	-7%	-8%	9%	1.2%
Cc1oc(C(N)=O)cc1COc1ccc(C(N)=O)cc1	5%	0%	-3%	7%	2.0%
CC(C)(C)[C@]1(O)C[C@@H]2OC(=O)C[C@@]23C(=O)O[C@@H]2OC(=O)[C@H](O)[C@]213	-7%	-8%	2%	0%	i
N=c1n(Cc2ccccc2Cl)c2ccccc2n1CC(O)c1ccco1 (stereo not given)	-6%	6%	12%	9%	i
O=C(CN1C(=O)c2ccccc2C1=O)Nc1cccc([N+](=O)[O-])c1	1%	1%	-3%	-4%	0.8%
COc1ccc(CCN(Cc2nc3ccccc3c(=O)[nH]2)C(=O)C2CC2)cc1	0%	-13%	4%	-4%	1.4%

Reprinted from the part before: three compounds; new compounds follow.
SMILES	M. tuberculosis HTS	influenza NS1A	tuberculosis growth	PhoP GFP inhibition	VEEV TC-83 Vero	others
N=c1n(Cc2ccccc2Cl)c2ccccc2n1CC(O)c1ccco1 (stereo not given)	-6%	6%	12%	9%	i
O=C(CN1C(=O)c2ccccc2C1=O)Nc1cccc([N+](=O)[O-])c1	1%	1%	-3%	-4%	0.8%
COc1ccc(CCN(Cc2nc3ccccc3c(=O)[nH]2)C(=O)C2CC2)cc1	0%	-13%	4%	-4%	1.4%
Cc1cc(=O)oc2cc(OCC(=O)Nc3ccc(F)cc3F)ccc12	·	-5%	·	·	2.3%
CCCC[n+]1ccn(-c2nc3ccccc3nc2[N-]S(=O)(=O)c2ccc(Cl)cc2)c1	1%	-2%	9%	9%	i
Cc1ccc(N(C(=O)c2csnn2)C(C(=O)NC2CCCCC2)c2ccncc2)cc1 (stereo not given)	-3%	9%	3%	12%	i
O=C(NCCc1ccc(F)cc1)Nc1ccccc1	-2%	-2%	54%	-5%	i
O=C(CCCCn1cnc2c(=S)nc[nH]c21)Nc1ccc(C(=O)O)c(O)c1	·	-1%	·	·	11%
Cc1ccc(NS(=O)(=O)c2c(C(=O)N3CCCC3)c(C)n(C)c2C)cc1	1%	-5%	-13%	-3%	0.1%
Cc1oc(-c2ccccc2Cl)nc1CS(=O)(=O)CC(=O)N1CCOCC1	-10%	-6%	-11%	1%	i	VEEV TC-83 Vero 10K pilot screen=0.1
O=C(N=C1c2ccccc2CN1c1ccc(F)c(Cl)c1)c1cccnc1Cl	15%	·	52%	-2%	·
COc1cc(CCC(=O)OCC(=O)Nc2ccccc2F)cc(OC)c1OC	-3%	8%	31%	-5%	2.1%
Cc1ccc(-n2nc3c(c2NC(=O)c2ccco2)CS(=O)C3)c(C)c1 (stereo not given)	-5%	-3%	5%	2%	i
COc1cccc(C2=NOC(C(=O)NCCN3CCOCC3)C2)c1 (stereo not given)	·	0%	·	-5%	2.2%
CCN(CC)S(=O)(=O)c1ccc(C)c(C(=O)Oc2cccc(-c3cnc4ccccc4n3)c2)c1	?	-2%	18%	-5%	5.7%	VEEV TC-83 Vero 10K pilot screen=7.4
COc1ccc(NCc2nc3ccccc3n2C)cc1	1%	-4%	3%	2%	0.3%
COc1cc(C(=O)NCCNc2nc3ccc(C)cc3cc2C#N)cc(OC)c1OC	3%	4%	16%	3%	5.1%
COc1ccc(CC2(CO)CCN(S(=O)(=O)c3sccc3C)CC2)cc1	5%	-8%	9%	-3%	5.0%
O=C(C1=C[C@H](c2coc3ccccc3c2=O)C[C@H](OCCCCO)O1)N1CCN(Cc2ccc3c(c2)OCO3)CC1	-2%	1%	11%	12%	2.2%
Cc1cccc(NC(=S)N2CCN(S(=O)(=O)c3ccc(F)cc3)CC2)c1	-4%	-4%	-6%	-7%	3.9%
CCOC(=O)C1CCN(C(=O)c2ccc(N(C)S(C)(=O)=O)cc2)CC1	5%	1%	-4%	2%	0.5%
Cc1nc2c(Br)cc(Br)cc2c(=O)n1-c1ccccc1NC1OCC(O)C(O)C1O (stereo not given)	·	4%	·	·	i
COc1cccc(N2C(=O)/C(=C\c3cccs3)NC2=S)c1	2%	-7%	1%	-2%	3.6%
CCc1ccccc1N(C)S(=O)(=O)c1ccc(-c2cc(C)no2)s1	3%	-4%	25%	-13%	2.5%
O=C(N[C@@H](Cc1ccccc1)C(=O)CCl)OCc1ccccc1	30%	-5%	?	-13%	8.5%
Cc1cc(Cl)ccc1OCC(=O)N/N=C/c1ccc(OC2OC(CO)C(O)C(O)C2O)cc1 (stereo not given)	4%	14%	2%	2%	0.1%
CCC(c1nnc(SCC(=O)Nc2ccc(Cl)cc2C(F)(F)F)n1C1CCCCC1)N(C)C (stereo not given)	-6%	6%	10%	-2%	6.0%
CC(C)(C)C1=Nn2c(nnc2-c2ccccc2F)SC1	27%	23%	22%	-3%	3.4%
Nc1ccc(C(=O)N/N=C2\CCCc3c2[nH]c2ccccc32)cc1	4%	-1%	·	1%	1.2%
Fc1ccccc1/C=N/n1cnnc1	-5%	-4%	18%	-8%	3.4%
O=C1OC(c2ccccc2)C(O)=C1c1ccccc1 (stereo not given)	·	-18%	·	·	i
CCOC(=O)N1CCC(NCCNC(=O)c2cccc(F)c2)CC1	1%	-8%	2%	·	0.4%
CC(Cc1ccsc1)NC(=O)CCc1nnc(CCc2ccccc2)o1 (stereo not given)	3%	-1%	11%	-7%	0.6%
Cc1ccc(NC(=O)COC(=O)CN2C(=O)COc3ccccc32)cc1	-2%	4%	44%	-6%	0.4%
Cc1csc(SCC(=O)Nc2ccc(S(=O)(=O)N3CCCC3)cc2)n1	4%	-8%	-2%	-5%	0.5%
CC(=C/c1ccco1)/C=N/NC(=O)c1ccncc1	?	·	53%	-7%	i
COc1ccc2nc(N3CCCCC3)c(C#N)cc2c1	3%	-9%	26%	-3%	3.5%
O=c1c2ccccc2nc(Cc2cccc([N+](=O)[O-])c2)n1-c1ccc(O)cc1	-3%	-10%	19%	1%	3.4%
CCCCN1C(=N)N([C@@H](CCC)CN2CCC[C@H]2CN2C(N)=NC[C@@H]2Cc2ccccc2)C[C@H]1Cc1ccccc1	13µM*	16%	?	·	0.1%
Cc1ccc(-c2nc(-c3cccnc3)sc2CC(=O)Nc2ccc3nc(C)sc3c2)cc1	-3%	6%	1%	2%	1.1%
CCN1CCCC1CNC(=O)COc1cc(=O)n(C)c2ccccc12 (stereo not given)	-10%	-3%	-9%	-10%	i
N=c1scc(-c2ccccc2)n1/N=C/c1ccco1	62%	-13%	56%	-7%	1.0%
CCOC(=O)c1[nH]c2ccc(F)cc2c1NC(=O)c1ccccc1C(=O)O	11%	-20%	-8%	-4%	1.2%
CCOC(=O)c1sc(NC(=O)C(CC)OC(=O)C(CC(C)C)NC(=O)c2ccccc2)nc1C (stereo not given)	-3%	13%	3%	-2%	0.7%
COc1ccccc1-c1sc2cc3c(cc2c1-c1ccc(OCCN2CCOCC2)cc1)OCO3	·	1%	·	·	5.1%
C/C=C/c1ccc(OCc2cc(=O)n3cc(C)ccc3n2)c(OC)c1	2%	-25%	8%	24%	1.8%
CCC(C)c1ccc(OCC(=O)Nc2ccc(CN3CCOCC3)cc2)cc1 (stereo not given)	?	-6%	?	1%	1.3%
CN1CCN(C(=O)c2ccc(OCCOc3ccccc3)cc2)CC1	5%	-7%	11%	-3%	0.4%
O=C(C#Cc1ccccc1)NCc1ccccc1F	-1%	-15%	4%	1%	0.1%
COc1ccc(S(=O)(=O)N2CCOCC2)cc1C(=O)NCC(c1ccco1)N1CCCC1 (stereo not given)	-4%	3%	-7%	·	0.6%
O=C(Nc1nccs1)c1ccc(Br)c(S(=O)(=O)N2CCOCC2)c1	-1%	-1%	-13%	-3%	2.0%
O=C(NCCCCNC(=O)c1ccc(Br)cc1)c1ccc(Br)cc1	-1%	17%	-10%	6%	i
CC(C)(C)OC(=O)NCCCCCNC(=O)c1nc[nH]c1C(=O)N1CCc2ccccc2C1	-7%	-11%	?	·	9.0%

Additional records
SMILES	M. tuberculosis HTS	influenza NS1A	tuberculosis growth	PhoP GFP inhibition	VEEV TC-83 Vero	others
CCOC(=O)Cc1csc(NC(=O)c2ccc(NC(C)=O)cc2)n1	3%	-10%	4%	-5%	3.2%
O=C(c1cc([N+](=O)[O-])ccc1Cl)N1CCN(Cc2ccccc2)CC1	-2%	-6%	-2%	-4%	1.9%
CC1CCCN(S(=O)(=O)c2cc(C(=O)NCCc3ccc(S(N)(=O)=O)cc3)ccc2Cl)C1 (stereo not given)	·	-3%	·	·	0.1%
COc1ccccc1CNS(=O)(=O)c1csc(C(N)=O)c1	-3%	10%	13%	-5%	1.9%
COC(=O)Cc1c(C)c2ccc(OCC(=O)NCc3ccc4c(c3)OCO4)cc2oc1=O	3%	-3%	-5%	-1%	0.8%
Cc1ccc(C(=O)C(SC(C)(C)C)n2cncn2)cc1 (stereo not given)	1%	-4%	1%	-3%	0.7%
O=S(=O)(NCC1CCCO1)c1cccc(S(=O)(=O)N2CCCC2)c1 (stereo not given)	-5%	-10%	3%	-1%	0.8%
COC(=O)C1=C(NC(=O)c2ccccc2[N+](=O)[O-])CCS1	11%	8%	48%	7%	1.9%
COc1ccc(S(=O)(=O)N2CCN(C3CCCC(C)C3)CC2)cc1 (stereo not given)	14%	-6%	11%	10%	0.6%
COCCNC(=O)c1cc2nc3c(c(C(F)(F)F)n2n1)CCc1ccccc1-3	7%	0%	13%	-5%	0.6%
COCC(C)NCc1ccc(C)cc1C (stereo not given)	0%	-6%	-1%	-1%	1.5%
COC(=O)C1C(=O)c2c([nH]c(C(=O)OCC3CCCO3)c2C)CC1C (stereo not given)	-7%	5%	-25%	0%	0.8%
COCCn1c(-c2ccc(Br)cc2)csc1=Nc1cccnc1	-2%	18%	51%	1%	4.0%
O=C(NNc1cccc(Cl)n1)c1cccnc1Cl	8%	1%	-13%	-6%	0.2%
COc1ccc2cc(C(=O)O)n(CC(=O)c3ccccc3)c2c1	7%	-21%	-1%	3%	1.9%
O=c1c(N2CCOCC2)c(N2CCOCC2)c1=O	1%	-21%	-8%	5%	0.9%
Cc1nc2nc(SCC(=O)NCCCN3CCCCCC3)nn2c(C)c1Cc1ccccc1	-1%	-1%	46%	-7%	1.1%
Cc1cccc(C(=O)O[C@H]2[C@H](Cc3ccccc3)NS(=O)(=O)[C@H]3CC4C=C[C@]23O4)c1	10%	2%	37%	·	i	VEEV TC-83 Vero 10K pilot screen=0.2

Structural class: the compounds so far with two or more sulfur atoms
SMILES	M. tuberculosis HTS	influenza NS1A	tuberculosis growth	PhoP GFP inhibition	VEEV TC-83 Vero	others
COc1ccc(CC2(CO)CCN(S(=O)(=O)c3sccc3C)CC2)cc1	5%	-8%	9%	-3%	5.0%
Cc1cccc(NC(=S)N2CCN(S(=O)(=O)c3ccc(F)cc3)CC2)c1	-4%	-4%	-6%	-7%	3.9%
COc1cccc(N2C(=O)/C(=C\c3cccs3)NC2=S)c1	2%	-7%	1%	-2%	3.6%
CCc1ccccc1N(C)S(=O)(=O)c1ccc(-c2cc(C)no2)s1	3%	-4%	25%	-13%	2.5%
Cc1csc(SCC(=O)Nc2ccc(S(=O)(=O)N3CCCC3)cc2)n1	4%	-8%	-2%	-5%	0.5%
Cc1ccc(-c2nc(-c3cccnc3)sc2CC(=O)Nc2ccc3nc(C)sc3c2)cc1	-3%	6%	1%	2%	1.1%
O=C(Nc1nccs1)c1ccc(Br)c(S(=O)(=O)N2CCOCC2)c1	-1%	-1%	-13%	-3%	2.0%
CC1CCCN(S(=O)(=O)c2cc(C(=O)NCCc3ccc(S(N)(=O)=O)cc3)ccc2Cl)C1 (stereo not given)	·	-3%	·	·	0.1%
COc1ccccc1CNS(=O)(=O)c1csc(C(N)=O)c1	-3%	10%	13%	-5%	1.9%
O=S(=O)(NCC1CCCO1)c1cccc(S(=O)(=O)N2CCCC2)c1 (stereo not given)	-5%	-10%	3%	-1%	0.8%
